Compound activity deposited in PubChem by several laboratories.
Pemphigus Ab inh: inhibitors of pemphigus antibody binding to human desmoglein-3. P32926. DSG3-coupled beads, scFv-anti-DSG3-GFP binding, flow cytometry; active compounds read low. binding (percent of control), % at 10 µM. 0.48% of 310,000 active. AID 588358;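 active = binding more than 3 SD below its plate's average and above zero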;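 also: hits lower antibody fragment binding to DSG3; some compounds called inactive have numbers as strong as hits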
Target sequence (P32926 whole entry, looked up, the tested form may be a part): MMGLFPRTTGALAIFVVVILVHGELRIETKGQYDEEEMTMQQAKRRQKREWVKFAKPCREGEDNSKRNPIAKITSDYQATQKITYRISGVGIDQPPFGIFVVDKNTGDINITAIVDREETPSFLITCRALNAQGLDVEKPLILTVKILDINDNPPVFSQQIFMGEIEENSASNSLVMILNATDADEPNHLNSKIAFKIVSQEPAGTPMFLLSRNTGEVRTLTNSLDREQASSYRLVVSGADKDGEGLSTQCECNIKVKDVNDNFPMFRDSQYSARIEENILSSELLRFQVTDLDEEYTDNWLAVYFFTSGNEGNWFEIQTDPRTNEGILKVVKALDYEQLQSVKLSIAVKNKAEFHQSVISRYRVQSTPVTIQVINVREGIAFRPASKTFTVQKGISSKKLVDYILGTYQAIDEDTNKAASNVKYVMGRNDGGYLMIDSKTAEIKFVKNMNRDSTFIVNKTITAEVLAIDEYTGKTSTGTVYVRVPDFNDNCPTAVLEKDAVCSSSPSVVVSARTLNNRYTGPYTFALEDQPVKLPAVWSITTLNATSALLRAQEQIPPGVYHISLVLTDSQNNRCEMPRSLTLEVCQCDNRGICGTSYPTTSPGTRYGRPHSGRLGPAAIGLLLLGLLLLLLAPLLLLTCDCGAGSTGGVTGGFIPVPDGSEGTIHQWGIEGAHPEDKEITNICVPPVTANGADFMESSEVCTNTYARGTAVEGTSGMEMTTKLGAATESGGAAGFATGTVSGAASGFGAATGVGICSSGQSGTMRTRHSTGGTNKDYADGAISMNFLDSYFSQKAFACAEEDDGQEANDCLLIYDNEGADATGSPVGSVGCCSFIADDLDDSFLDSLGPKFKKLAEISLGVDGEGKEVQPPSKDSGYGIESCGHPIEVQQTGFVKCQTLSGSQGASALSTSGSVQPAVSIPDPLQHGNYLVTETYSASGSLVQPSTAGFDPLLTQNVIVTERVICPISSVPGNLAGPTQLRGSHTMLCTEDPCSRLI
phage Ecoli inh: E. coli growth loss with phage present; growth absorbance; inhibition, % at 11.9 µM; 0.26% of 360,000 active; in the data active = inhibition above about 11%
PKA-R1A activ: activates the PKA-R1A holoenzyme complex | PKA-R1A dissociation, Cy5-IP20 fluorescence polarization; scaled: DMSO 0%, 113 µM cGMP 100% | 0.083% of 340,000 active | activation, % at 11.4 µM | P00514+P68181;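 active = percent activation above the mean of all tested compounds plus 3 SD, cut at about 19% in these data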;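 also: higher means more PKAc released from R1A so a rise in polarization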
Starred values were filed as active, the others as inactive. Only part of the results is shown; the hit share may differ from the screen's.

1: CCN(CCn1cccn1)C(=O)c1ccc(OC2CCN(C(=O)CCOC)CC2)cc1
2: Cc1cc(C(=O)N2CCc3ccccc32)ccc1[N+](=O)[O-]
3: CCCn1c(=S)[nH]c2cc(C(=O)N3CCN(c4ccc(F)cc4)CC3)ccc2c1=O
4: C[C@H]1CN([C@@H](C)CO)C(=O)CCCn2cc(nn2)CO[C@@H]1CN(C)S(=O)(=O)c1ccc(-c2ccccc2)cc1
5: CCc1cc(C(=O)Nc2cc(S(=O)(=O)N3CCCCC3)ccc2N2CCN(C)CC2)sc1C
6: Cc1cc(C(=O)OC(C)C(=O)NC2CCCCC2C)c2ccccc2n1 (stereo unspecified)
7: CC1CCCCN1CCNC(=O)c1ccc2c(c1)N(Cc1cccc(Cl)c1)C(=O)c1ccccc1S2(=O)=O (stereo unspecified)
8: O=C(c1ccc2c(c1)CCC2)N1CCN(Cc2ccccc2)CC1
9: COc1ccc(C=C2SC(=S)N(CCCN3CCOCC3)C2=O)c(OC)c1
10: O=C1c2cccc3cccc(c23)C(=O)N1CCO
Assay by compound,1,2,3,4,5,6,7,8,9,10
PKA-R1A activ,9,-1,-10,0,-12,-4,-5,-11,-1,0
Pemphigus Ab inh,102,99,95,94,105,102,97,110,102,104
phage Ecoli inh,0.5,1.7,2.5,0.4,5.8,3.2,1.7,2.3,1.5,3.4

Ordered by value in Pemphigus Ab inh (descending): some entries from above
| cpd | SMILES | PKA-R1A activ | Pemphigus Ab inh | phage Ecoli inh |
| --- | --- | --- | --- | --- |
| 5 | CCc1cc(C(=O)Nc2cc(S(=O)(=O)N3CCCCC3)ccc2N2CCN(C)CC2)sc1C | -12 | 105 | 5.8 |
| 9 | COc1ccc(C=C2SC(=S)N(CCCN3CCOCC3)C2=O)c(OC)c1 | -1 | 102 | 1.5 |
| 3 | CCCn1c(=S)[nH]c2cc(C(=O)N3CCN(c4ccc(F)cc4)CC3)ccc2c1=O | -10 | 95 | 2.5 |

(further entries)
11: CC1C(=O)N(Cc2cn(CC3CCCCC3)nn2)CCS(=O)(=O)N1Cc1ccc(-c2ccncc2)cc1 (stereo unspecified)
12: Cc1ccc(S(=O)(=O)Nc2ccc3c(c2)C(=O)N([C@H](C)CO)C[C@H](C)[C@H](CN(C)C(=O)Nc2cccc4ccccc24)OCCCC[C@@H](C)O3)cc1
13: COC(=O)c1ccc(COC(=O)C2CCN(S(=O)(=O)c3c(C)cc(C)cc3C)CC2)o1
14: CC(=O)NCC1(c2ccccc2)CCN(CCCC(=O)c2ccc(F)cc2)CC1
15: CCc1ccc(NC(=O)c2cc(S(=O)(=O)N3CCCC3)ccc2F)cc1
16: CC1CCCN(CC(=O)Nc2ccc(S(=O)(=O)N3C(C)CCCC3C)cc2)C1 (stereo unspecified)
17: CC(C)=CC(=O)N1CCC(Oc2cccc(C(=O)NCc3ccccn3)c2)CC1
18: COC(=O)c1csc(C2OC(CO)C(O)C2O)n1 (stereo unspecified)
19: Cc1cccc(NC(=O)c2cc([N+](=O)[O-])ccc2N2CCOCC2)c1C
20: O=C(CSc1nc2ccccc2c(=O)n1-c1ccc(F)cc1F)NC1CC1
Assay by compound,11,12,13,14,15,16,17,18,19,20
PKA-R1A activ,-4,-15,4,9,13,2,0,0,2,2
Pemphigus Ab inh,84,107,94,109,99,109,98,101,107,105
phage Ecoli inh,-3.4,0.2,-1.1,2.6,1.2,0.0,1.4,4.2,2.2,2.9

21: Cc1cc(N(C)C)cc(C)c1N=Nc1cc[n+]([O-])cc1
22: COc1ccc(N2CCN(C(=O)COC(=O)CC(NC(N)=O)c3ccc(Cl)cc3)CC2)cc1 (stereo unspecified)
23: COc1cc(/C=N/NC(=O)c2ccc3nc[nH]c3c2)cc(OC)c1OC(C)=O
24: CCOC(=O)c1cnn2c(SC)ncnc12
25: CCN(CC(=O)NC(C)(C)C)C(=O)c1cccc(S(=O)(=O)N2CC3(C)CC2CC(C)(C)C3)c1 (stereo unspecified)
26: Cn1c(/N=C(\N)c2ccccc2)nc2ccccc21
27: COC(=O)[C@H](CC(C)C)NS(=O)(=O)c1ccc(F)cc1Br
28: CC(C)[C@H](NC(=O)c1ccc(Cl)cc1)C(=O)Nc1cccc(S(=O)(=O)N2CCOCC2)c1
29: CN1CCC(OC2c3ccccc3CCc3ccccc32)CC1
30: COc1ccccc1N=NNc1ccccc1OC
Assay by compound,21,22,23,24,25,26,27,28,29,30
PKA-R1A activ,6,-1,-6,2,7,3,0,12,9,11
Pemphigus Ab inh,102,106,100,105,96,101,98,105,105,100
phage Ecoli inh,3.6,0.0,3.0,-0.9,1.9,1.6,-2.2,5.7,0.5,0.3

31: COc1ccc(CN2CCN(C(=O)c3ccccc3C(=O)c3ccccc3)CC2)cc1F
32: COc1ccc(OC)c(N(CCN2C(=O)c3ccccc3C2=O)C(=O)CCl)c1
33: Cc1cccc(C(=O)OCC(=O)Nc2sccc2C(N)=O)c1C
34: C[C@@H]1CCCCO[C@@H](CN(C)C(=O)Nc2ccc3c(c2)OCO3)[C@@H](C)CN([C@H](C)CO)C(=O)c2cc(N(C)C)ccc2O1
35: C[C@H](CO)N1C[C@H](C)[C@@H](CN(C)S(=O)(=O)c2cn(C)cn2)OCc2cnnn2CCCC1=O
36: CC1=C(C(=O)N2CCOCC2)CC(CC(=O)NCCCCc2ccccc2)C(=O)N1CCC1=CCCCC1 (stereo unspecified)
37: Cn1c(N)c(C(=O)COC(=O)C2Cc3ccccc3CN2S(C)(=O)=O)c(=O)n(C)c1=O (stereo unspecified)
38: Cc1ccc2c(=O)n3c(nc2c1)C(C)NC(=O)c1cccnc1-3 (stereo unspecified)
39: CCCCn1c(N)c(N(CCOC)C(=O)c2oc3c(Cl)cccc3c2C)c(=O)[nH]c1=O
40: C[C@H](CO)N1C[C@H](C)[C@H](CN(C)C(=O)Nc2ccc(C(F)(F)F)cc2)Oc2ncc(Br)cc2C1=O
Assay by compound,31,32,33,34,35,36,37,38,39,40
PKA-R1A activ,-8,2,4,3,2,-2,12,-4,0,1
Pemphigus Ab inh,110,103,104,101,105,100,76*,111,99,99
phage Ecoli inh,3.5,3.6,2.3,5.2,2.0,0.7,0.8,4.1,-0.2,4.1

41: O=[N+]([O-])c1cc2ccccc2c(O)c1O
42: COc1ccccc1NC(=O)Cc1nc(=O)[nH]c(=O)[nH]1
43: Cc1nnc(Cc2ccco2)c2n[nH]c(C)c12
44: O=C(O)C1C=CC(C(=O)O)c2ccccc21 (stereo unspecified)
45: Cc1cccc(C)c1OCC(=O)Nc1cccc(S(=O)(=O)N2CCCCCC2)c1
46: Cc1ccc(N2C(=O)N(CC(=O)N3CCc4ccccc43)C(=O)C2C)cc1 (stereo unspecified)
47: OCC1OC(n2ccc3c2ncn2ncnc32)C(O)C1O (stereo unspecified)
48: CCOc1ccc(NC(=O)CN(C)C(=O)CCCNC(=O)c2ccc(Cl)cc2)cc1OCC
49: C[C@H](CO)N1C[C@H](C)[C@H](CN(C)S(=O)(=O)c2ccc(Oc3ccccc3)nc2)OCc2cnnn2CCCC1=O
50: CN1OC[C@@H]2CN(C(=O)Cc3ccccc3)[C@H](c3ccccc3Br)C[C@@H]21
Assay by compound,41,42,43,44,45,46,47,48,49,50
PKA-R1A activ,0,11,-3,-6,12,2,-14,-3,-5,1
Pemphigus Ab inh,102,102,107,104,95,98,105,102,102,103
phage Ecoli inh,-5.6,-1.0,-1.0,-0.4,0.3,3.0,1.5,-0.7,3.2,-0.4

51: CC1CC(=O)c2cc(-c3ccccc3)oc2C1 (stereo unspecified)
52: Cc1csc(=O)n1CCC(=O)OCC(=O)N(C)c1c(N)n(Cc2ccccc2)c(=O)[nH]c1=O
53: COc1ccc(S(=O)(=O)N2CCCOC2CNC(=O)C(=O)NCCO)cc1 (stereo unspecified)
54: O=C(Nc1ccc(NC(=O)c2ccccc2)c2ccccc12)c1ccccc1
55: COc1cc([N+](=O)[O-])c(C)cc1NC(=O)c1ccc(OC)c(OC)c1
56: CCCCCCN1C[C@@H](O)[C@H](n2cc(-c3ccc(F)cc3)nn2)C[C@@H]1c1ccccc1
57: Cc1c(NC(=O)COC(=O)c2cccc(F)c2)c(=O)n(-c2ccccc2)n1C
58: COC(=O)C[C@H]1C[C@@H]2c3cc(NC(=O)NC4CCCC4)ccc3O[C@@H]2[C@@H](CO)O1
59: Cc1cn([C@H]2C[C@H](O)[C@@H](CNS(=O)(=O)N3CCCC3)O2)c(=O)[nH]c1=O
60: O=C(CNC(=O)C12CC3CC(CC(C3)C1)C2)N1CCCC(C(F)(F)F)C1 (stereo unspecified)
Assay by compound,51,52,53,54,55,56,57,58,59,60
PKA-R1A activ,13,4,-8,-10,-11,-11,-4,-1,-3,10
Pemphigus Ab inh,102,99,102,97,104,105,95,103,100,97
phage Ecoli inh,-2.3,1.3,4.3,2.9,3.4,0.9,0.8,1.2,3.2,2.0

61: COCOCCn1cc(CN2CCS(=O)(=O)N(Cc3ccc(-c4cccc(CO)c4)cc3)C(C(C)C)C2=O)nn1 (stereo unspecified)
62: N#CC1C(=O)Nc2cccnc21 (stereo unspecified)
63: FC(F)(F)C(F)(F)C(F)(F)c1nc2nc(Cl)c(Cl)nc2[nH]1
64: Cc1ccc(C(=O)OCC(=O)NC2CCCCCCC2)cc1C
65: C(#CSCc1ccccc1)SCc1ccccc1
66: C[C@H]1CN([C@@H](C)CO)C(=O)CCCn2nncc2CO[C@@H]1CN(C)S(=O)(=O)c1cccc(C#N)c1
67: CSc1ncccc1C(=O)OC(C)C(=O)Nc1ccc2c(c1)OCCO2 (stereo unspecified)
68: O=C(COc1ccccc1)Nc1c2c(nn1-c1ccc(F)cc1)CS(=O)C2 (stereo unspecified)
Assay by compound,61,62,63,64,65,66,67,68
PKA-R1A activ,-7,0,1,-13,-8,0,-7,9
Pemphigus Ab inh,104,102,108,97,111,103,111,94
phage Ecoli inh,1.7,2.9,2.6,-1.6,3.0,2.1,4.8,4.6

Two of these compounds in a different format.
| item | PKA-R1A activ | Pemphigus Ab inh | phage Ecoli inh | SMILES |
| --- | --- | --- | --- | --- |
| 53 | -8 | 102 | 4.3 | COc1ccc(S(=O)(=O)N2CCCOC2CNC(=O)C(=O)NCCO)cc1 (stereo unspecified) |
| 54 | -10 | 97 | 2.9 | O=C(Nc1ccc(NC(=O)c2ccccc2)c2ccccc12)c1ccccc1 |

Individual results from above:
Value for O=C(COc1ccccc1)Nc1c2c(nn1-c1ccc(F)cc1)CS(=O)C2 (stereo unspecified) under phage Ecoli inh: 4.6
Value for COCOCCn1cc(CN2CCS(=O)(=O)N(Cc3ccc(-c4cccc(CO)c4)cc3)C(C(C)C)C2=O)nn1 (stereo unspecified) under phage Ecoli inh: 1.7
Value for C(#CSCc1ccccc1)SCc1ccccc1 under PKA-R1A activ: -8
Value for Cc1ccc(C(=O)OCC(=O)NC2CCCCCCC2)cc1C under PKA-R1A activ: -13
Value for CSc1ncccc1C(=O)OC(C)C(=O)Nc1ccc2c(c1)OCCO2 (stereo unspecified) under phage Ecoli inh: 4.8
Value for N#CC1C(=O)Nc2cccnc21 (stereo unspecified) under Pemphigus Ab inh: 102
